Compound activity: PubChem, several laboratories
GC-B act – GC-B (human) receptor activation | activation, % at 10 µM | P20594 | 370,000 compounds, 0.11% hits | HEK293-GC-B cells, CNP EC30, cGMP TR-FRET; 0% at EC30 CNP, 100% saturating CNP;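 active = activation at 10 µM reaching about 35% in either raw or pattern-adjusted values, limit read from the data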
rCAG binder – r(CAG) repeat RNA binding; TO-PRO-1 dye displacement fluorescence; inhibition, % at 3 µM; 370,000 compounds, 1.3% hits; AID 651821;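 active = inhibition above the plate cutoff, the mean of all test compounds on that plate plus 3 SD, cut at about 35% in these data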;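 also: 0% = DMSO alone and 100% = 100 µM mitoxantrone as full dye displacement; higher means more dye released from RNA so lower well fluorescence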
PRMT1 inh – PRMT1 (human) inhibition, primary screen | inhibition, % at 2.79 µM | 370,000 compounds, 1.3% hits | AID 652257 | recombinant PRMT1, activity-based probe fluorescence polarization | Q99873;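 active = inhibition above about 21% made by adding two undisclosed values, limit read from the data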
Target sequence (Q99873 whole entry, looked up): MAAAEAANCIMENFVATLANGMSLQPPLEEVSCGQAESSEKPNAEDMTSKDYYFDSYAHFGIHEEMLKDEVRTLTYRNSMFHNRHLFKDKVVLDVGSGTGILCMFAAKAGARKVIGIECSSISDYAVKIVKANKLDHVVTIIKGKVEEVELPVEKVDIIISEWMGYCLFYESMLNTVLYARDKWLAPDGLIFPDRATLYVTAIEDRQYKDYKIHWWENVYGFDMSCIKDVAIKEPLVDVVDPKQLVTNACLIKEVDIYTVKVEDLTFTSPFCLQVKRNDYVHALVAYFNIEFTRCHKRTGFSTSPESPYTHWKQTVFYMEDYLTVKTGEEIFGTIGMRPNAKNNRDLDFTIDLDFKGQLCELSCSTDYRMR
mABHD4 FP – inhibits mouse alpha/beta hydrolase domain 4. purified mABHD4, FP-Rh probe fluorescence polarization. 370,000 compounds, 0.54% hits. inhibition, % at 8.92 µM;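 active = inhibition exceeding the mean over every tested compound plus 3 SD, cut at about 30% in these data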;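 also: 0% = plate median of compound wells and 100% = S159A mutant with DMSO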
Target sequence (Q8VD66 whole entry, looked up, the tested form may be a part): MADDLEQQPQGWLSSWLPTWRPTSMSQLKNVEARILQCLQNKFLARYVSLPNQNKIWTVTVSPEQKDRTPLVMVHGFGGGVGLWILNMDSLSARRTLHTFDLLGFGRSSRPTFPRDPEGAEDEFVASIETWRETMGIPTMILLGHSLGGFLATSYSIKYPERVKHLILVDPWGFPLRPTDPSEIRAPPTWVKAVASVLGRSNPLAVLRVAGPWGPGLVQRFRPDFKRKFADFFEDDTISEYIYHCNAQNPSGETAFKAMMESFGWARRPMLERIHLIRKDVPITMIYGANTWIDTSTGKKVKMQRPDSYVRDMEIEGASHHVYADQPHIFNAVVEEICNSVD
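Test system: mABHD4 protein; Read-out basis: % inhibition; Incubation: 45 min + 60 min at 25 °C; Repeats: single replicate; Technique: fluorescence polarization with parallel and perpendicular emission, 525/598 nm; Compound: 8.92 µM, single dose; Benchmarks: full inhibition S159A mutant plus DMSO, zero as sample-well median.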
NPR1 activator – GC-A (human) enzyme activation | P16066 | HEK293 GC-A cells, cGMP TR-FRET, EC30 ANP; 0% at EC30 ANP, 100% saturating ANP | activation, % at 10 µM | 370,000 compounds, 0.14% hits | AID 1671463; in the data active = activation above about 40%
HTRA1 inh – inhibitors of human serine peptidase HTRA1; Q92743; recombinant HTRA1, FP-rhodamine activity-based probe, fluorescence polarization; inhibition, % at 5.96 µM; 340,000 compounds, 0.5% hits; AID 504803; in the data active = inhibition above about 36%;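 also: 0% = enzyme with DMSO and 100% = wells lacking enzyme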
TCR CD3 inh – inhibitors of human TCR-CD3 interaction. TAMRA-labeled TCR probe fluorescence, biochemical. inhibition, % at 9.4 µM. 360,000 compounds, 0.37% hits; in the data active = inhibition above about 19%;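 also: recombinant mutant TCR 2C K166C tagged with TAMRA read by polarization; 0% = receptor in buffer alone and 100% = receptor with positive control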
MBD2 DNA inh – MBD2-methylated oligo binding inhibition | inhibition, % at 4.4 µM | 370,000 compounds, 0.31% hits | Q9UBB5 | TR-FRET, MBD2 binding to methylated oligonucleotide; in the data active = inhibition above about 13%
UHRF1 MBD2 ctr – blocks human UHRF1 binding to methylated DNA. inhibition, % at 4.4 µM. 370,000 compounds, 0.75% hits. AID 687016. UHRF1 binding to methylated oligo, TR-FRET; in the data active = inhibition above about 21%;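 also: UHRF1 SRA domain binding a hemimethylated CpG hairpin DNA probe; 0% = median of test compound wells and 100% = reference inhibitor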
SIAE primary – human SIAE inhibition, primary screen; SIAE FP-Rh probe binding, fluorescence polarization; inhibition, % at 9.66 µM; 370,000 compounds, 0.69% hits; AID 1053197;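 active = inhibition above a cutoff: mean of compounds within the control limits plus 3 SD of those, cut at about 17% in these data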;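 also: 0% = plate median of compound wells and 100% = probe without SIAE protein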
* marks the source's active call; other numbers are inactive results; · = not tested or not shown. Some of the compounds tested; rates above refer to the full screens.

Values run as follows: rCAG binder	SIAE primary	UHRF1 MBD2 ctr	TCR CD3 inh	GC-B act	MBD2 DNA inh	PRMT1 inh	NPR1 activator	HTRA1 inh	mABHD4 FP
> CCOC(=O)N1CCN(CC(=O)Nc2ccc(C)c(Br)c2)CC1
→ -6.7	1.8	-1.1	-2.3	7.0	-2.1	-0.1	-0.9	1.3	5.5
> CC(C)(C)c1nnc(SCC(=O)Nc2ccc(N3CCCCC3)cc2)n1N
→ 5.0	5.4	-1.7	-5.9	-3.2	-2.8	0.3	0.8	3.0	6.3
> O=C(Nc1ccc([N+](=O)[O-])cn1)c1cc(-c2cccc(Cl)c2)nc2ccccc12
→ 3.4	-7.3	0.2	2.7	-0.7	3.7	-2.6	1.5	-5.5	-3.1
> CN(CCOc1ccc(Cl)cc1)Cc1cccc(S(=O)(=O)N(C)C)c1
→ -4.8	0.3	-3.3	5.5	-2.9	3.5	-2.0	-3.0	-6.2	2.1
> Cn1c2c(c(=O)n(C)c1=O)C(c1ccc(Br)cc1)C(C#N)=C(N)N2 (stereo not given)
→ -2.7	5.1	0.4	0.7	-6.2	4.0	4.3	-16.0	-5.6	-5.0
> Cc1ccc(NC(=S)Nc2ccc(F)cc2)cc1
→ 0.4	15.9	-0.8	3.4	3.3	-5.7	-0.5	0.2	8.0	2.8
> CCn1c(COc2ccccc2C)nnc1SCC(=O)NCc1ccccc1
→ -9.1	-1.4	-1.1	-0.1	-2.7	-0.2	-0.4	-5.9	5.1	3.8
> CC(C)CN1CN(S(=O)(=O)c2cccs2)c2nc3ccccc3nc21
→ 1.1	-1.5	0.3	2.6	-2.2	-0.3	-1.2	-3.4	·	-3.2
> CC(=O)C1=C(O)CC(c2ccccc2)CC1=NCCc1ccccc1 (stereo not given)
→ -2.2	0.9	4.0	4.0	-0.7	2.0	1.4	-5.9	1.1	-9.2
> COC(=O)c1ccc(NC(=O)CN(C)Cc2cccc(F)c2)cc1
→ -6.8	0.9	-2.0	2.3	-1.4	0.1	0.2	-0.8	-2.9	2.6
> O=C(NCCCN1CCCC1=O)c1csc2ccccc12
→ -2.4	7.0	4.6	2.1	1.0	-2.9	2.6	-2.2	1.3	-2.6
> CN1C(=O)N(CC(=O)N2CCN(c3ncccn3)CC2)C(=O)C12CCCCC2
→ -5.7	-3.7	7.6	-3.8	1.6	7.9	4.7	-1.0	2.8	0.5
> CC1(C)CC(NC(=O)c2cccc(Cl)c2)CC(C)(C)N1
→ 2.1	-15.2	3.3	-1.3	4.1	0.8	1.2	0.0	-5.6	2.7
> CCCC(=O)Nc1ccc(N2CCN(C(=O)c3cc4ccccc4o3)CC2)cc1
→ -3.2	-5.9	-0.3	3.1	-7.4	-0.2	-0.7	4.8	0.0	-5.8
> CCOC(=O)C1=CCN(S(=O)(=O)c2ccccc2F)C1c1ccc(F)cc1 (stereo not given)
→ 0.9	3.0	-0.3	1.3	-0.1	-4.0	-4.0	-0.2	·	-3.6
> COc1ccccc1C(C)NC(=O)CCC(=O)N1CCN(S(=O)(=O)c2ccc(Cl)cc2)CC1 (stereo not given)
→ 0.6	1.0	-0.5	2.0	-10.6	-1.7	-0.9	-1.0	6.7	2.4
> CCOC(=O)c1cnc(-n2nc(C)cc2C)nc1Nc1ccc(OC)cc1
→ -1.4	3.2	-0.8	6.2	-3.8	0.4	-0.1	0.1	4.1	0.4
> COc1ccc(CNC(=O)CN(CC2CCCO2)C(=O)CNS(=O)(=O)c2ccccc2)cc1 (stereo not given)
→ -4.4	2.1	-1.0	8.2	2.7	0.4	-2.0	0.0	-5.1	1.6
> CC(=O)Nc1ccc(S(=O)(=O)NC2(C(F)(F)F)NC(=O)N(Cc3ccccc3)C2=O)cc1 (stereo not given)
→ 4.2	8.2	0.4	-1.1	-2.4	-5.4	-0.3	-3.1	2.1	2.4
> CC(=O)Oc1ccc2c(=O)c(-c3nc4ccccc4s3)coc2c1
→ 4.5	-14.7	-3.1	3.1	1.5	3.5	3.7	8.0	-19.4	-12.8

Further entries follow:
Values run as follows: rCAG binder	SIAE primary	UHRF1 MBD2 ctr	TCR CD3 inh	GC-B act	MBD2 DNA inh	PRMT1 inh	NPR1 activator	HTRA1 inh	mABHD4 FP
> CCN(CC)S(=O)(=O)c1ccc(N2CCCC2)c(C(=O)OCC(=O)Nc2cc(C)on2)c1
→ 5.0	-6.2	2.3	-13.0	-0.5	-1.6	7.7	2.5	-23.8	45.1*
> O=C(O)CS(=O)(=O)c1ccc(Oc2ccc(S(=O)(=O)CC(=O)O)cc2)cc1
→ -2.6	0.5	1.1	5.0	0.9	0.9	1.7	5.0	·	0.4
> COc1cc2[nH]c(=O)n(CCCC(=O)NCCc3ccccc3)c(=O)c2cc1OC
→ -6.0	3.6	9.8	-2.9	-9.3	4.3	3.7	-4.6	6.0	-2.9
> COC(=O)c1onc(-c2c(Cl)cccc2Cl)c1C(=O)OC
→ -0.5	3.7	-1.5	7.0	9.6	3.3	-0.3	20.3	2.0	-6.4
> C/C(=N\OC(=O)c1c(-c2ccccc2Cl)noc1C)c1nccs1
→ -6.3	-1.7	-2.1	2.7	3.1	1.2	-2.1	-8.6	7.7	-1.3
> Cc1ccc(S(=O)(=O)CCc2nnc(N)s2)cc1
→ -0.6	1.9	-0.1	7.9	5.9	-2.3	-1.1	2.2	3.7	2.5
> COc1ccc(CCNC(=O)COC(=O)c2cc(OC)c(OC)cc2OC)cc1
→ -2.7	-2.5	1.9	1.2	-0.2	-0.8	0.1	-8.6	2.3	-3.8
> Nc1nc2c(nnn2Cc2ccc(Cl)c(Cl)c2)c(=O)[nH]1
→ 6.9	2.3	1.4	1.2	5.4	1.8	-1.7	4.6	-2.5	-6.6
> CC(OC(=O)c1c(F)cccc1F)C(=O)NCCC1=CCCCC1 (stereo not given)
→ 1.1	0.4	-2.0	2.3	0.6	1.3	0.1	-0.2	1.9	-4.5
> CCOCCCNC(=O)/C(C#N)=C/c1ccc([N+](=O)[O-])o1
→ 1.0	0.0	5.1	1.9	7.1	5.3	15.8	11.4	-35.5	-8.1
> CCc1ccc(N(CC(=O)NCc2ccc(F)cc2)C(=O)c2csnn2)cc1
→ -0.8	-1.4	2.4	6.3	3.0	-5.2	-7.0	-2.2	-2.6	-7.8
> CCCCCC(=O)Nc1nnc(CCc2ccccc2)s1
→ -2.9	0.4	3.3	-6.9	3.1	-0.4	4.3	-0.7	-2.0	1.6
> CCOC(=O)c1cnc2c(-c3ccccc3)c(C)nn2c1N
→ 0.7	-1.0	-1.1	6.2	-5.7	1.0	-0.7	3.0	1.4	0.9
> COc1ccc(C2=NC(C(F)(F)F)(C(F)(F)F)c3c(n(C)c(=O)n(C)c3=O)N2)cc1
→ -4.4	-1.9	3.4	-5.9	9.0	2.8	1.5	-0.1	-12.4	3.5
> O=C(NC(c1ccc(F)cc1)c1ccc2ccccc2n1)C1CCN(Cc2cccc(C(F)(F)F)c2)CC1 (stereo not given)
→ 3.4	-5.8	1.7	-6.2	-3.1	5.4	-0.9	-3.8	·	-7.9
> CC1CCCC(C)N1C(=O)CSc1nnc(NC(=O)c2cccs2)s1 (stereo not given)
→ 9.5	3.8	-1.6	8.2	-0.5	-4.5	-2.5	0.5	1.1	0.0
> Cc1ccc(CC(=O)NCc2cccnc2)cc1
→ -1.6	0.2	3.8	-0.1	-0.1	7.5	3.2	6.8	·	6.3
> Cc1cccc(-n2ncc3c(=O)[nH]c(SCC(=O)N4CC(=O)Nc5ccccc54)nc32)c1
→ 3.0	-0.5	0.9	-8.9	0.9	-0.2	2.7	1.6	4.2	-5.1
> COc1ccc(C2N(C(=O)c3ccccc3)CCN2C(=O)c2ccc(C)cc2)cc1 (stereo not given)
→ -6.8	1.9	-1.9	6.2	-6.4	-2.8	-4.8	-9.1	-15.0	-2.1
> CCc1ccc2oc(=O)cc(CN3CCCCC3)c2c1
→ -7.0	0.6	2.2	-10.1	6.5	1.8	-4.1	-0.9	-5.5	1.8

Reprinted from the part before: 2 entries, followed by the next part.
Values run as follows: rCAG binder	SIAE primary	UHRF1 MBD2 ctr	TCR CD3 inh	GC-B act	MBD2 DNA inh	PRMT1 inh	NPR1 activator	HTRA1 inh	mABHD4 FP
> COc1ccc(C2N(C(=O)c3ccccc3)CCN2C(=O)c2ccc(C)cc2)cc1 (stereo not given)
→ -6.8	1.9	-1.9	6.2	-6.4	-2.8	-4.8	-9.1	-15.0	-2.1
> CCc1ccc2oc(=O)cc(CN3CCCCC3)c2c1
→ -7.0	0.6	2.2	-10.1	6.5	1.8	-4.1	-0.9	-5.5	1.8
> COc1cc(NC(=O)CCS(=O)(=O)c2ccc3nc(C)sc3c2)cc(OC)c1OC
→ -3.2	2.4	2.4	1.5	0.2	4.5	4.5	-4.9	-1.8	0.9
> Cc1ccccc1NS(=O)(=O)c1cc2c3c(c1)C(C)C(=O)N3CCC2 (stereo not given)
→ 6.3	-4.4	1.3	3.5	-2.2	-1.0	2.4	-5.2	2.0	0.1
> O=C(COc1ccccc1-c1ccccc1)N/N=C/c1ccccn1
→ -1.0	1.2	-0.1	-4.2	-4.6	1.8	4.1	-4.0	0.0	-12.7
> CS(=O)(=O)n1nc(C(=O)N2CCOCC2)nc1N
→ -1.7	8.4	-3.0	4.2	8.0	-2.0	-2.6	1.5	7.8	-4.5
> N#Cc1cccc(-c2csc(C(O)(c3ccccc3)C(F)(F)F)n2)c1 (stereo not given)
→ 2.7	-12.4	1.1	-2.4	-5.5	-4.4	1.3	-9.2	·	-29.8
> COc1cccc(CNC(=O)Cc2ccc(Br)cc2)c1
→ 0.3	14.1	1.6	-3.0	-7.6	-3.4	1.4	-0.8	-0.2	-4.5
> CCOc1ccc(-c2nnc(SCC(=O)N3CCNC3=O)o2)cc1
→ -0.3	-3.9	-0.3	3.2	-2.1	1.1	-0.8	0.9	-0.6	-1.7
> COc1ccc(OC)c(NC(=O)C2(C)CCN2Cc2cccc(OC)c2F)c1 (stereo not given)
→ 0.9	6.4	-2.0	2.1	-4.2	-1.1	-0.1	-9.4	·	-3.6
> Cc1ccc(Oc2nc3c(c(=O)n(C)c(=O)n3C)n2C)cc1C
→ -4.7	0.2	0.9	-2.5	-2.4	0.5	1.5	3.4	2.4	4.1
> CCNC(=O)/C(C#N)=C/c1c(N2CCN(C)CC2)nc2c(C)cccn2c1=O
→ 3.2	0.6	-7.5	3.7	-3.1	-2.3	-3.3	3.6	-0.7	-0.9
> CC#CC(=O)N1CCCC(Cc2cccc(OC)c2)(C(=O)OCC)C1 (stereo not given)
→ -7.9	6.9	1.1	-10.8	4.7	2.5	-2.6	5.2	2.6	-3.2
> CCCn1nc2cc(C(=O)NCCc3cccs3)ccc2c1OCC
→ -6.9	10.4	-2.4	-0.4	2.4	2.4	-0.9	2.2	-5.1	1.9
> COC(/C=C/Nc1ccc(C)c(C)c1)=C(C#N)C#N
→ -0.5	2.5	0.0	-3.9	3.4	4.9	-0.7	-1.1	4.2	2.0
> Cc1cc(=O)oc2cc(OCC(=O)NCC3CCCO3)ccc12 (stereo not given)
→ 0.3	4.4	-0.4	-7.8	-3.4	4.0	3.5	1.8	-3.2	13.1
> Cc1nnc(NC(=O)CCn2c(=O)oc3ccccc32)s1
→ -1.5	-3.1	-1.1	2.5	1.6	5.3	1.0	-1.3	-4.7	-1.1
> Clc1ccc(-c2noc(CN3CCN(c4ccccc4)CC3)n2)cc1
→ -2.0	-5.5	1.0	-0.8	0.8	-1.4	-0.4	4.9	-2.0	-0.9
> CCC(=NCc1ccc(Cl)c(Cl)c1)c1nc(-c2ccco2)oc1O
→ 6.2	7.8	3.8	-2.7	-4.4	3.2	3.4	-8.5	-15.9	-4.7
